Screens from PubChem.
Diaph act CS = compounds boosting diaphorase resazurin reduction – biochemical, uHTS, resorufin fluorescence, counter-screen for diaphorase-coupled primary assays, primary screen. AID 1229, 2008. activation factor at 20 µM. actives 0.005% (n = 190,000). Diaphorase/resazurin coupled assay, 16 min; hits give high values; 1 = vehicle wells, 0 = NADH-free wells;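 active means diaphorase activity raised at least twofold by the compound at 20 µM; inactive means activation factor below 2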
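Material: bacterial diaphorase enzyme (C. kluyveri); amount: enzyme 0.07 U/mL final; reagent: NADH substrate 0.114 mM plus resazurin dye 0.1 mM, final; doses: single compound dose of 20 µM, 1% DMSO final; timing: 16 min enzyme reaction, ambient temperature; measured by: fluorescence of resorufin, 544 nm excitation, 590 nm emission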
HMGR II inh = inhibitors of E. faecalis class II HMGR, primary screen, biochemical, Enterococcus faecalis | HMG-CoA reductase (Enterococcus faecalis, mvaE) | purified E. faecalis HMGR, NADPH absorbance 340 nm kinetic | inhibition, % at 10 µM | actives 0.41% (n = 190,000);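 active means inhibition above a set limit, the median over all tested compounds plus 3 SD, cut at about 9.5% in these data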;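 further: enzyme runs in reverse so mevalonate oxidation gives rising NADPH absorbance; 0% = complete reaction with DMSO and 100% = background rate lacking mevalonate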
Diaphorase inh = diaphorase inhibitors and chemical oxidizers, primary screen, counter-screen for diaphorase-coupled primary assays, biochemical, uHTS, resorufin fluorescence; diaphorase resazurin-to-resorufin fluorescence, NADH, 16 min; bacterial (C. kluyveri) enzyme, not human; inhibition, % at 20 µM; actives 0.69% (n = 190,000); AID 1217, 2008;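 active means primary screen inhibition at 20 µM above a set limit, cut at about 50% in these data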;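 further: plate controls were DMSO with full reaction for no effect and wells lacking NADH for full effect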
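Detection: fluorescence of resorufin formed from resazurin, Ex 544/Em 590 nm; test system: Clostridium kluyveri diaphorase enzyme; amount: 0.14 U/mL diaphorase, enzyme working solution; times: 16-min room-temperature incubation before reading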
TNAP act hi DEA = TNAP activators at high phosphate acceptor level, primary screen, biochemical, luminescence, uHTS. 200,000 tested, under 10 active. purified TNAP, CDP-star luminescence, 1 M DEA, 30 min; hits give high values; 0 = EDTA background, 1 = DMSO-only activity. activation factor at 20 µM. Alkaline phosphatase, tissue-nonspecific isozyme (Homo sapiens), P05186;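 active means activation factor at least 2 at 20 µM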
Target sequence (P05186 whole entry, looked up): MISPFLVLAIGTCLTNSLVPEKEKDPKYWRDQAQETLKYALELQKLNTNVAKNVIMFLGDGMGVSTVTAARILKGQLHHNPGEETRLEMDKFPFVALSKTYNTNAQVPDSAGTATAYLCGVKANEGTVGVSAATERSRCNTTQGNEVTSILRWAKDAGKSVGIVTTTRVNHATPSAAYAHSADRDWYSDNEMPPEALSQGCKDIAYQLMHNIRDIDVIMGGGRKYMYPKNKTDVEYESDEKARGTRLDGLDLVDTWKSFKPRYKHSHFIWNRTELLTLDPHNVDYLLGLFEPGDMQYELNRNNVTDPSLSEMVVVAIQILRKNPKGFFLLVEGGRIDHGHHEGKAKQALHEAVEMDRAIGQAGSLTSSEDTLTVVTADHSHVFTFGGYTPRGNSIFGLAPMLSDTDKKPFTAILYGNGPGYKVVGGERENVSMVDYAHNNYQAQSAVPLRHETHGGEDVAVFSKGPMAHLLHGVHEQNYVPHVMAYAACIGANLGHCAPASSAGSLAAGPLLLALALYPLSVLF
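Dosing: 20 µM single point. System: human TNAP. Amount: TNAP 1/800 final. Incubation: 30 min, room temperature. Read-out: TNAP activation factor scaled between EDTA and DMSO control wells. Signal: luminescence from CDP-star hydrolysis. Medium: 1 M DEA, pH 9.8, Mg2+, Zn2+. Control set: EDTA negative control, DMSO positive control.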
G6PDH CS = L. mesenteroides G6PDH inhibitors, counter-screen for G6PDH-coupled screening assays, biochemical, Leuconostoc mesenteroides enzyme | Purified L. mesenteroides G6PDH, diaphorase/resazurin coupled fluorescence, 45 min | inhibition, % at 5 µM | actives 0.12% (n = 200,000); in the data active means inhibition above about 50%
TNAP inh hi DEA = human TNAP enzyme inhibitors, primary screen, biochemical, luminescent, high phosphate acceptor level, uHTS; Alkaline phosphatase, tissue-nonspecific isozyme (Homo sapiens), P05186; inhibition, % at 20 µM; actives 0.03% (n = 200,000); purified TNAP, CDP-star luminescence, 1 M DEA;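 active means over 50% inhibition of tissue-nonspecific alkaline phosphatase at 20 µM in the single-dose screen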;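 further: plate controls were DMSO wells for no effect and EDTA-quenched wells as full inhibition for full effect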
PMI act satM6P = human PMI activators, high substrate, primary screen, biochemical, fluorescence intensity, near-saturating mannose 6-phosphate; Mannose-6-phosphate isomerase (Homo sapiens), P34949; coupled PMI enzyme assay, resazurin fluorescence, 20 min; hits give high values; 1 = untreated enzyme, 0 = substrate-free blank; activation factor at 20 µM; actives 0.34% (n = 190,000); AID 1216, 2008;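 active means activation factor of 2 or more at 20 µM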
Target sequence (P34949 whole entry, looked up): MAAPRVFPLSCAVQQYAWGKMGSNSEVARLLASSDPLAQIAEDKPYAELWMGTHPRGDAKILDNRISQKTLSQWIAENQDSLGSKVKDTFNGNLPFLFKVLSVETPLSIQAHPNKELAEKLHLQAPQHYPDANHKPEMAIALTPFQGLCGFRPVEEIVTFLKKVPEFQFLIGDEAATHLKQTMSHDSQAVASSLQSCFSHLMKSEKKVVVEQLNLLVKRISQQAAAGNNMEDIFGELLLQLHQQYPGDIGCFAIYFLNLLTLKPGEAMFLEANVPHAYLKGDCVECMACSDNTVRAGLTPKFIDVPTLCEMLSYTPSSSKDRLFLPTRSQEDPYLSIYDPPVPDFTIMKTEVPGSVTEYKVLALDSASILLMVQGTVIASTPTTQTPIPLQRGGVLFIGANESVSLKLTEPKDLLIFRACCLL
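assay system = human phosphomannose isomerase with PGI, G6PDH, diaphorase coupling enzymes | quantity = 15 ng/mL PMI | incubation = enzyme reaction with compound 20 min at room temperature | medium = HEPES pH 7.4 buffer with MgCl2 and Tween-20 | compound dosing = one concentration, 20 µM, in 1% DMSO | measured by = Diaphorase-driven resazurin-to-resorufin fluorescence, excitation 544, emission 590 nm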
PMI act = activators of human PMI, primary screen, biochemical, fluorescence intensity, near-Km mannose 6-phosphate. Mannose-6-phosphate isomerase (Homo sapiens), P34949. purified human PMI, coupled resazurin fluorescence, 20 min; hits give high values; 1 = vehicle control, 0 substrate-free wells. activation factor at 20 µM. actives 0.005% (n = 190,000). AID 1214, 2008;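 active means activation factor of 2 or more at 20 µM, relative to plate controls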
FLuc stim CS = FLuc activators, initial screening, artefact control for FLuc-dependent activation tests, biochemical, ATPlite luminescence; ATPlite luciferase biochemical, 10 min; 0 = ATP-free wells, 1 = DMSO control; 200,000 tested, under 10 active; AID 1027, 2008; Luciferin 4-monooxygenase (Photinus pyralis), P08659; activation factor at 10 µM;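 active means luciferase activation factor, scaled between plate controls, of at least 2 with compound at 10 µM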
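Assay system: Luciferase/luciferin detection reagent, cell-free biochemical luciferase assay / Read-out: luciferase activation / Benchmarks: No-ATP low control, compound-free enzyme-plus-ATP high control / Medium: PBS buffer for ATP / Detection: luminescence measurement of luciferase light output / Schedule: 10 min at ambient temperature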
TNAP inh noacc = human TNAP enzyme inhibitors, primary screen, biochemical, luminescent, no phosphate acceptor, uHTS; inhibition, % at 20 µM; Alkaline phosphatase, tissue-nonspecific isozyme (Homo sapiens), P05186; actives 0.26% (n = 200,000); purified TNAP, CDP-star luminescence, 30 min;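 active means tissue-nonspecific alkaline phosphatase inhibition above about 50% at 20 µM in the single-dose screen, limit read from the data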;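 further: 0% = DMSO negative control and 100% = EDTA positive control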
The depositor's hits bear a star; . = no result given.

Values in the order: Diaph act CS	HMGR II inh	Diaphorase inh	TNAP act hi DEA	G6PDH CS	TNAP inh hi DEA	PMI act satM6P	PMI act	FLuc stim CS	TNAP inh noacc
CCCNC(=O)NC1C(NC(=O)NCCC)N(C)C(=O)N1C (stereo not drawn)
→ 0.8	-3.2	15.6	1	0.2	-1.2	0.9	0.8	1	-6.7
Cc1ccc2nc(C3CCN(C(=O)c4ccco4)CC3)[nH]c2c1
→ 0.9	0.8	7.3	1.1	1.0	-8.3	1.1	1.1	1.1	-18.7
CC(C)[C@H](Nc1ccc(S(=O)(=O)N2CCOCC2)cc1[N+](=O)[O-])C(=O)OCC(=O)N(C(C)C)C(C)C
→ 0.9	-3.1	9.2	1	-5.7	4.4	1	1	1	11.5
CC(=O)NS(=O)(=O)c1ccc(NC(=O)/C=C/c2ccc(C)o2)cc1
→ 1	-8.9	-0.2	1	11.9	-1.9	1.1	1	1	-4.1
COc1ccc(-c2cc(C(F)(F)F)nc(-n3ccnc3)n2)cc1
→ 1.1	-0.1	-8.2	1	-4.3	-0.8	1.1	1.1	1	-5.6
O=C(NCCCNC(=O)c1cncc(O)c1)c1cncc(O)c1
→ 0.9	.	13.1	1	5.0	-2.3	1.5	1.4	1.1	-12.8
COc1ccc(CNC(=O)c2csnn2)cc1
→ 1.1	-3.5	-8.6	1	5.2	-3.1	1.1	1	1	-7.9
CCC[C@@H]1C[C@@H](C(=O)N[C@H]([C@@H](C)O)[C@H]2O[C@H](SC)[C@H](O)[C@@H](O)C2O)N(C)C1 (stereo partly drawn)
→ 0.9	-9.0	5.6	1	11.0	-0.8	1.1	1.1	1.1	-8.0
COC(=O)c1cc(NC(=O)C2CC(=O)NC(=NCc3ccc(OC)cc3)S2)cc(C(=O)OC)c1 (stereo not drawn)
→ 0.9	0.3	6.6	1.1	12.8	-7.4	0.9	0.9	1	-0.7
COc1ccccc1CCN=C(N)NS(=O)(=O)c1cccs1
→ 0.8	-12.8	22.9	1	0.0	-2.7	0.9	0.9	1	-8.0
COc1ccccc1NC(=O)C(=O)N1CCCC1
→ 1.1	-1.7	-9.7	1	4.2	-0.5	0.7	1.1	0.9	-3.8
CCCCOc1ccc(/C=C2/Sc3ccccc3C2=O)cc1
→ 0.9	3.3	10.7	0.9	-24.8	14.3	0.9	0.9	0.6	9.4
Brc1cc2c(cc1/C=N/Nc1nc(N3CCCCC3)nc(N3CCCCC3)n1)OCO2
→ 0.9	0.2	10.1	1	1.9	3.8	1	1	0.9	2.0
COC(=O)c1ccc(NC(=O)C2CCCN2S(=O)(=O)c2ccc(OC)cc2)cc1 (stereo not drawn)
→ 0.9	-10.3	13.3	1	-0.9	2.7	0.9	0.9	1	-2.7
COC1CCN(C(=O)CC2C(=O)NCCN2CC2CCCCC2)CC1 (stereo not drawn)
→ 0.9	-0.6	14.8	1.1	10.5	-7.6	0.7	0.9	1	-13.7
O=C(Nc1cccc(C(=O)N2CCN(c3cccc(Cl)c3)CC2)c1)c1ccccc1
→ 1	-1.7	-2.6	1	3.1	-4.9	0.9	1	1	-8.8
CC(C)NC(=O)c1ccccc1NC(=O)/C=C/c1cccc([N+](=O)[O-])c1
→ 0.8	-2.4	15.0	1	2.5	3.9	1.1	1	1	0.5
O=C(Nc1ccncc1)C1CC1c1ccccc1 (stereo not drawn)
→ 0.8	-3.6	15.6	1	5.0	-2.7	1	0.9	1.1	-1.0
Cn1c(CN2CCCCC2)nc2cc(NC(=O)c3cccs3)ccc21
→ 1	2.2	-3.1	1	13.9	-4.6	1	1	1	-10.2
CCNS(=O)(=O)c1ccc(NC(=O)c2ccccc2OCC)cc1
→ 0.9	-0.9	13.3	1	0.9	-2.0	0.9	0.9	1.1	-3.7

Next section; it opens with the 2 that closed the last part.
Values in the order: Diaph act CS	HMGR II inh	Diaphorase inh	TNAP act hi DEA	G6PDH CS	TNAP inh hi DEA	PMI act satM6P	PMI act	FLuc stim CS	TNAP inh noacc
Cn1c(CN2CCCCC2)nc2cc(NC(=O)c3cccs3)ccc21
→ 1	2.2	-3.1	1	13.9	-4.6	1	1	1	-10.2
CCNS(=O)(=O)c1ccc(NC(=O)c2ccccc2OCC)cc1
→ 0.9	-0.9	13.3	1	0.9	-2.0	0.9	0.9	1.1	-3.7
COc1ccc(C2/C(=C(/O)c3ccccc3)C(=O)C(=O)N2CC(C)O)c(OC)c1 (stereo not drawn)
→ 0.8	-2.6	15.7	1	3.7	-2.2	0.9	1	1.1	-1.0
COCCN1C(=O)N[C@@H](c2cccs2)C(C(=O)OC)=C1C
→ 0.9	1.9	8.5	1	11.4	-4.1	1	1	1	-13.8
Cc1ccc(SCc2nc3ccccc3n2CC(=O)Nc2ccccc2)cc1
→ 0.8	-4.4	21.3	1.1	5.7	-11.1	0.8	0.9	1	-25.8
Cc1ccc(C(=O)NCC(=O)O)cc1S(=O)(=O)N1CCCCC1
→ 0.8	-3.0	16.7	1.1	2.1	-7.0	1	1	1.1	-0.5
Cc1ccc(S(=O)(=O)N2CCOCC2)cc1C(=O)Nc1ccc(-c2cn3ccsc3n2)cc1
→ 0.9	-7.1	9.9	1.1	-41.2	-6.4	1.1	1	1	-0.9
Cc1nc2ccccc2c2nc(N)nn12
→ 1	-5.9	4.9	1	-1.3	1.5	1	1	1	-4.0
CCOC(=O)c1c(C)oc2ccc(O)c(CN(C)C)c12
→ 0.8	-0.2	17.5	1	-21.4	0.7	1	0.9	1	-2.9
COc1ccc(NC(=O)C2CCCN2C(=O)Nc2ccccc2)cc1OC (stereo not drawn)
→ 0.9	-6.2	5.8	1	5.5	0.9	1	1.1	1.1	-6.9
COC(=O)C1=C(C)N(C)C(=O)NC1c1ccccc1 (stereo not drawn)
→ 0.9	0.1	12.0	1	1.2	-2.3	0.9	0.8	1.1	-9.0
COc1ccccc1CNC(=O)C(CC(C)C)NS(=O)(=O)c1ccc2c(c1)oc(=O)n2C (stereo not drawn)
→ 0.9	2.4	11.4	1.1	-5.7	-7.4	1	1	1.1	-20.3
COC(=O)[C@@]1(Cc2ccc(F)cc2)[C@H]2c3cc(C(=O)N4CCCC4)n(CCc4ccccn4)c3C[C@H]2CN1C(=O)c1ccccc1
→ 0.9	-9.4	11.7	1	4.0	1.8	0.9	0.9	1	-3.8
Cc1nn(-c2cc(C)c3ccccc3n2)c2c1C1C(C2)C1(C)C (stereo not drawn)
→ 0.7	1.9	25.2	1	-4.4	-3.3	0.9	0.9	1	-8.0
CCn1c(SCC(=O)n2nc(C)cc2C)nnc1-c1ccc2c(c1)OCO2
→ 1	-3.1	-1.8	1	3.1	-1.4	1.1	1.1	1	-13.0
O=C(C1CCC1)N(CCc1ccccc1)Cc1nc2ccccc2c(=O)[nH]1
→ 0.9	0.7	12.8	1	6.4	-0.8	1	1	1	-1.0
COC(=O)CC1COc2ccccc2N1C(=O)c1ccc(OC)cc1 (stereo not drawn)
→ 0.9	1.7	7.6	1.1	1.7	-6.0	1	1	1.1	-10.9
CCc1ccc(NC(=S)N2CCN(c3cccc(OC)c3)CC2)cc1
→ 0.9	-2.2	7.1	1	5.8	-3.6	1	1	1	-7.1
O=S(=O)(c1ccccc1)c1nc(-c2ccco2)oc1NCCCn1ccnc1
→ 0.9	1.1	7.3	1	16.0	-1.4	1.2	1	1	-7.1
COc1ccc(NC2=Nc3ccccc3N3C2=Nc2c(c(C)nn2-c2ccc(C)cc2)C3c2cccnc2)cc1 (stereo not drawn)
→ 0.7	-5.6	31.4	1	6.9	4.3	0.9	0.8	1	3.0
COCCn1c(SCC(=O)Nc2ccccc2C)nc2c(oc3ccccc32)c1=O
→ 0.9	1.6	10.8	1.1	3.1	-7.8	1	0.9	1.1	-7.0
C#CCOCCOCCOCCNc1nc(N2CCOCC2)nc(N2CCN(C(=O)Cn3cc(CC(C)O)nn3)CC2)n1 (stereo not drawn)
→ 0.9	-11.1	9.6	1	7.9	-2.5	1.2	1.2	1.1	-9.8
